TAAR1 antag: human TAAR1 antagonists, primary screen, Fluo-8 calcium fluorescence, CHO RD-HGA16 cells. Trace amine-associated receptor 1 (Homo sapiens), Q96RJ0. antagonist. inhibition, % at 3 µM. 360,000 tested, 1.5% active;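 active = inhibition above a per-plate cutoff, the mean inhibition of test compounds on that plate plus 3 SD, cut at about 49% in these data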;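 note: 0% = DMSO plus EC80 beta-PEA response and 100% = DMSO alone without agonist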
Target sequence (Q96RJ0 whole entry, looked up): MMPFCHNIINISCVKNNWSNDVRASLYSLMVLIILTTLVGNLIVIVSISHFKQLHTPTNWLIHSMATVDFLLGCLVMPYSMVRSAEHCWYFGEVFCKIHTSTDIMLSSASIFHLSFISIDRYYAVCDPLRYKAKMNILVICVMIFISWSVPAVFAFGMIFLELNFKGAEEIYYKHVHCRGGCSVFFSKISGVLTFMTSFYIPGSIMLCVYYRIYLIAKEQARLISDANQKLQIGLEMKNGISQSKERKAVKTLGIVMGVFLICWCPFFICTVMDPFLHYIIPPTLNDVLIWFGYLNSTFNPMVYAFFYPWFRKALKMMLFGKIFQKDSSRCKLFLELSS
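System: RD-HGA16 CHO cells with stable hTAAR1 and Gα16 | Probe or stimulus: EC80 β-phenethylamine stimulus | Dosing: 3 µM, single point | Times: Dye loading 75 min at 37 °C, then 30 min room temperature | Measured by: Fluo-8 calcium-sensitive fluorescence | Read-out basis: % inhibition of agonist calcium response | Replicates: n of 1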
OXTR potentiator: human OXTR potentiators, primary screen, fluorescence, CHO-OTR cells, Fluo-8 calcium; activation, % at 3 µM; Oxytocin receptor (Homo sapiens), P30559; AID 2445, 2010; Fluo-8 calcium fluorescence, potentiator mode; 0% = oxytocin EC15, 100% = EC100; 320,000 tested, 0.061% active;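 active = activation above that plate's cutoff, the mean activation of tested compounds plus 3 SD, cut at about 6.6% in these data, passing the limit was not always enough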;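 note: 100% uses oxytocin at 75 nM as the full agonist control; some results filed as inactive read as strong as hits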
Target sequence (P30559 whole entry, looked up): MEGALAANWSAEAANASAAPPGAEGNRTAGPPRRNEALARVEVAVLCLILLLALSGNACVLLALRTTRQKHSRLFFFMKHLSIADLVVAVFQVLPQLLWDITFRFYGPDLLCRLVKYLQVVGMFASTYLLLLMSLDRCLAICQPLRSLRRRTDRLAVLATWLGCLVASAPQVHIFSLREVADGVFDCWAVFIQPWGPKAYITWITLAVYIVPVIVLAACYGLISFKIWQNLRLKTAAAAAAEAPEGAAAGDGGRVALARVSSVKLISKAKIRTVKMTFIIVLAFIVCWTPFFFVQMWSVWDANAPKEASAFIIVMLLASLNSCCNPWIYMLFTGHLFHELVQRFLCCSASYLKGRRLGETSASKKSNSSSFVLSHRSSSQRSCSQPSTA
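System: human OTR in CHO cells; Also added: sub-maximal oxytocin, roughly EC15; Timing: compound 6 min at room temperature before oxytocin, 100 s read; Technique: Fluo-8 intracellular calcium fluorescence, ex 470-495, em 515-575 nm; Controls: oxytocin EC15 low and EC100 high; Replication: singlicate.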
CHO parental Ca: ATP-evoked calcium signal inhibitors, parental CHO, primary screen, counter-screen for OX1R antagonist project, cell-based, fluorescence, Fluo-8 calcium dye; inhibition, % at 5.6 µM; 330,000 tested, 0.63% active; parental CHO-K1, ATP-induced calcium, Fluo-8 fluorescence;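 active = inhibition above that plate's mean sample inhibition plus 3 SD, cut at about 26% in these data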;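 note: 0% = ATP-challenged DMSO wells and 100% = DMSO wells without ATP; some compounds past the cut are filed as inactive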
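Assay system – parental CHO cells · Reagent – ATP stimulus · Detection – intracellular calcium via Fluo-8 no-wash fluorescent dye · Evaluation – percent inhibition of ATP-evoked calcium rise, normalized to controls · Controls – ATP wells versus no-ATP DMSO wells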
TAAR1 ag: human TAAR1 agonists, primary screen, Fluo-8 calcium fluorescence, CHO RD-HGA16 cells; vehicle wells 0%, saturating PEA agonist 100%; activation, % at 3 µM; 360,000 tested, 0.99% active;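 active = activation above the mean activation of all test compounds in the run plus 3 SD, cut at about 38% in these data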
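System: CHO-derived RD-HGA16 cells with stable Gα16 and human TAAR1. Times: 17-24 h plating, Fluo-8 75 min 37 °C, 30 min RT. Measured by: calcium-sensitive Fluo-8 signal, excitation 470-495, emission 515-575 nm. Read-out basis: % activation relative to PEA EC100 response. Control set: DMSO and PEA EC100. Repeats: no replicates (n 1).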
CHO-K1 Ca antag: counter-screen for M1 antagonists: effect in parental CHO-K1 cells; ATP-induced calcium, Fluo-8 fluorescence; inhibition, % at 3 µM; 360,000 tested, 0.6% active;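 active = inhibition above a per-plate cutoff, the plate's mean sample inhibition plus 3 SD, cut at about 24% in these data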;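 note: 0% = DMSO plus EC80 ATP and 100% = DMSO alone without ATP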
M1 ag parental: counter-screen for M1 agonists: effect in parental CHO-K1 cells; Fluo-8 calcium fluorescence; scaled to maximal ATP response, vehicle zero; activation, % at 3 µM; 360,000 tested, 0.48% active; in the data active = activation above about 15%;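 note: untransfected CHO-K1 host cells lacking M1 receptor as counterscreen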
V1R ag counter: agonists of human V1a receptor, primary screen, counter-screen for OXTR agonist project, fluorescence, CHO-V1R cells; activation, % at 3 µM; 320,000 tested, 0.25% active; Vasopressin V1a receptor (Homo sapiens), P37288; Fluo-8 calcium fluorescence, agonist mode; 0% DMSO, 100% 3 nM vasopressin;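 active = activation above the mean activation of all tested compounds plus 3 SD, per screening run, cut at about 20% in these data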;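 note: signal is peak over basal fluorescence ratio across a 100 second FLIPR read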
M1 ag: human M1 muscarinic receptor agonists, primary screen, Fluo-8 calcium fluorescence, CHO-K1 cells, HTS | Muscarinic acetylcholine receptor M1 (Homo sapiens), P11229 | CHO-K1 hM1, agonist mode; 0% DMSO, 100% acetylcholine EC100 | activation, % at 3 µM | 360,000 tested, 0.33% active | AID 588814, 2011;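 active = activation above the run's mean compound activation plus 3 SD, cut at about 16% in these data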;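 note: peak over basal fluorescence ratio within a 140 s kinetic read after compound addition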
M1 PAM parental: nonselective calcium activators in parental CHO-K1 cells, primary screen, counter-screen for M1 PAM project, cell-based, Fluo-8 calcium fluorescence, full deck, 1536-well; 360,000 tested, 0.02% active; ATP EC20; 0% at ATP EC20, 100% at ATP max; activation, % at 3 µM; AID 602247, 2012;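 active = activation above the run cutoff, the mean activation of all test compounds plus 3 SD, cut at about 40% in these data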;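 note: peak over basal fluorescence ratio in a 140 s read after ATP addition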
* marks the source's active call; other numbers are inactive results; · = no result given.

Compound	M1 ag parental	CHO parental Ca	TAAR1 antag	M1 ag	V1R ag counter	OXTR potentiator	M1 PAM parental	TAAR1 ag	CHO-K1 Ca antag
CCCCN(C(=O)c1cc(Cl)nc2ccccc12)c1c(N)n(CCC)c(=O)[nH]c1=O	-0.3	·	-19	4	·	·	-1	7	6
COc1ccccc1/C=C\C=N\n1c(-c2ccc(Cl)cc2Cl)n[nH]c1=S	-0.5	-5	-8	-8	-0.2	-5	-2	-1	5
Cc1ccc2cc(CN(Cc3ccco3)C(=O)c3ccccc3)c(=O)[nH]c2c1C	0.5	-22	-8	-2	0.4	-8	8	7	6
Cc1ccc(CC(=O)NCCCc2ccccc2)cc1	0.0	-9	-6	-2	-0.7	1	3	8	1
O=c1oc2cc(Cl)ccc2n1CSc1nc2ccccc2s1	1.0	-41	-9	-4	-0.5	-20	23	9	-22
Cc1cccc(CSC(=N)N)c1	0.5	-2	40	-8	1.8	-10	15	67*	-1
COC(=O)CCC(=O)N1CCCC(N2CCN(c3ccc(OC)cc3)CC2)C1 (centres undefined)	-0.4	0	2	-7	0.8	-7	-1	2	-7
Fc1ccccc1N1CCN(Cc2cnc(Cl)s2)CC1	-0.1	-15	-7	-3	0.2	-15	-12	5	1
O=C(Nc1nc(-c2ccc([N+](=O)[O-])cc2)cs1)C1=COCCO1	1.6	·	2	-4	·	·	2	4	-1
c1cnc2c(-c3cccc4nccn34)cccc2c1	0.2	·	-6	-4	·	·	-5	1	5
CCCS(=O)(=O)N1CCC(C(=O)N2CCOCC2)CC1	-0.1	-15	1	-3	0.7	-4	9	-2	3
Cc1c(=O)n(OCc2cccc(F)c2)c2ccccc2[n+]1[O-]	0.3	-13	1	-2	-0.8	-1	15	3	1
COc1ccc(-c2nnc(-c3cccnc3)o2)cc1	0.5	-5	7	-2	-0.2	-12	7	2	-2
CCC1=[N+]([O-])C(C)(/C(C)=N\O)N(O)C1(C)C (centres undefined)	-0.2	6	0	-1	0.0	-8	0	4	-5
C=CCOc1ccc(C2C(C(=O)c3ccc(C)o3)=C(O)C(=O)N2Cc2cccnc2)cc1 (centres undefined)	-0.3	-13	5	-8	0.2	-7	2	-1	-16
O=C(CCCN=C1NS(=O)(=O)c2ccccc21)OCC(=O)c1ccc(Br)cc1	9.2	-4	20	10	26*	-14	-11	33	-10
COc1ccc(C(O)c2nc3ccccc3n2C(C)C)cc1 (centres undefined)	1.5	-9	-43	-5	1.0	2	-4	6	-13
Cc1ccc(S(=O)(=O)NC(=O)NC(C)(C)C)cc1	0.3	6	-29	-1	0.3	-10	16	2	-13
CCOC(=O)Cn1nnc(-c2ccc(SC)cc2)n1	0.2	2	6	-3	1.5	-13	13	1	-13
Cc1c(C(N)=O)cc([N+](=O)[O-])cc1[N+](=O)[O-]	1.0	·	-26	-3	·	·	3	2	-3
C[C@H](CO)N1C[C@H](C)[C@@H](CN(C)C)Oc2c(NC(=O)C3CC3)cccc2C1=O	0.3	-6	3	-4	0.3	-9	5	16	5
COc1ccc(/C=N/Nc2ccc([N+](=O)[O-])cc2)cc1O	3.1	7	23	0	1.8	-16	-10	40*	7
COc1cc(/C=C2/C(=N)N3N=C(CC(=O)N4CCOCC4)SC3=NC2=O)ccc1OCc1ccccc1	1.4	-9	0	-3	0.2	-1	25	-1	-16
O=C1CCC/C(=N\NC(=O)COc2ccc(Cl)cc2)C1	0.9	-8	-5	-5	2.4	-1	12	8	-10
Cc1cc(C)n(CC(O)COc2ccc3ccccc3c2)n1 (centres undefined)	6.8	-42	-5	-3	2.5	-22	3	6	-2
Cc1cc(Br)ccc1SCC(=O)OCC(O)=C(C#N)c1nc2ccccc2[nH]1	0.4	·	-17	-3	·	·	18	2	-13
CC(NC(=O)c1ccc(OC2CCN(Cc3ccccn3)CC2)cc1)c1nccs1 (centres undefined)	0.5	-11	-4	-7	0.4	0	24	3	-17
COCCn1ccc2c(OCC(=O)Nc3cc(OC)ccc3OC)cccc2c1=O	1.5	-11	44	-5	-1.4	-17	5	7	21
Cc1ccccc1OCC(=O)OCC(=O)NCC1CCCO1 (centres undefined)	-0.5	9	-3	-3	-0.5	-4	-12	9	-5
Cc1cccc(NC(=O)c2cc(-c3ccc(C)s3)nc3ccccc23)n1	3.7	-32	51*	-2	-0.1	-3	6	10	13
Cc1ccc(CNC(=O)CS(=O)Cc2nc(-c3ccccc3F)oc2C)cc1 (centres undefined)	5.5	-25	-10	-3	0.6	-3	13	-2	-6
O=C(c1ccco1)N1CCN(Cc2ccccc2F)CC1	8.8	-4	-15	-4	0.1	1	22	2	0
O=C(O)CCC(=O)Nc1nnc(C(F)(F)F)s1	0.1	-2	6	-2	-0.2	-5	8	-1	-8
COc1ccc(NC(=O)OC(CN2CCCCC2)C(F)(F)F)cc1 (centres undefined)	0.1	-8	-14	-7	0.0	-7	15	1	-6
CCOc1ccc(C(CC(=O)O)NC(=O)C23CC4CC(CC(C4)C2)C3)cc1OC (centres undefined)	0.1	-4	9	-6	-0.2	-5	17	4	-1
CC(C)[C@H](N)c1cn([C@@H](CC(N)=O)C(=O)N2CCNCC2)nn1	0.1	-13	4	-3	-0.1	-7	0	7	-3
CCOC(=O)c1cc(CC)sc1NC(=O)c1ccc(N2C(=O)CCC2=O)cc1	0.3	-4	-13	-1	0.1	-8	18	0	-24
Cc1cccc(-c2ccc3[nH]c4c(c3c2)CCN2C[C@@H]([C@H](C)O)[C@@H](N(C)C(=O)Nc3ccc(F)cc3)C[C@@H]42)c1	0.5	·	16	0	·	·	-3	5	6
O=S(=O)(NCc1cn2ccccc2n1)c1ccccc1F	1.1	-5	-18	-1	0.3	-4	27	7	-10
CC(C)C(NS(=O)(=O)c1cccc2nsnc12)C(=O)NC1CCCCC1 (centres undefined)	-0.8	-11	-2	0	-0.1	-13	1	0	-7
Cc1ccc(N(Cc2cc3ccc(C)cc3[nH]c2=O)C(=O)c2ccco2)cc1	-0.1	-24	-25	-3	-1.8	-5	-15	-2	-1
Cc1ccc(NC(=O)c2ccc(Cl)c(S(=O)(=O)NCC3CCCO3)c2)c(O)c1 (centres undefined)	1.7	-17	1	5	8.6	-9	-5	4	-1
Cc1ccc(-n2ncc3c2CCCC3NC(=O)CCn2ccnc2C)cc1C (centres undefined)	-0.1	-26	-33	-6	0.6	-6	1	1	-4
COC(=O)[C@H](Cc1ccccc1)NC(=O)NCc1ccccc1	-0.2	16	4	-3	0.7	-1	-1	4	-2
COc1ccc(-c2c(NC(=O)c3ccco3)oc3ccc(Cl)cc3c2=O)cc1	0.2	-16	-21	-3	-0.4	3	3	-2	-11
Cc1ccc(NC(=O)CN2CCC(NC(=O)Cc3ccccc3)CC2)cc1C	0.5	-10	7	-3	-0.3	2	21	6	-24
CC(C)c1ccc(/C=c2\sc3nc(-c4ccncc4)nn3c2=O)cc1	-0.4	0	9	-2	1.6	-11	-4	9	18
CSc1ncccc1C(=O)NNc1cc(Cl)ccc1Cl	0.0	-14	·	-2	0.5	-8	10	·	-2
Cc1cc(NC(=O)c2ccc([N+](=O)[O-])o2)ccc1NC(=O)c1ccco1	0.6	·	6	-5	·	·	13	4	2
CCN(CC)C(=O)Cn1cc(S(=O)(=O)CC(=O)Nc2ccccc2C)c2ccccc21	0.7	-24	-15	-1	-0.5	-4	5	3	-13

One compound at a time, as listed above. Values in the order: M1 ag parental | CHO parental Ca | TAAR1 antag | M1 ag | V1R ag counter | OXTR potentiator | M1 PAM parental | TAAR1 ag | CHO-K1 Ca antag
Profile of `CCN(CC)C(=O)Cn1cc(S(=O)(=O)CC(=O)Nc2ccccc2C)c2ccccc21` → 0.7 | -24 | -15 | -1 | -0.5 | -4 | 5 | 3 | -13
Profile of `Cc1ccc(NC(=O)CN2CCC(NC(=O)Cc3ccccc3)CC2)cc1C` → 0.5 | -10 | 7 | -3 | -0.3 | 2 | 21 | 6 | -24
Profile of `Cc1cc(NC(=O)c2ccc([N+](=O)[O-])o2)ccc1NC(=O)c1ccco1` → 0.6 | · | 6 | -5 | · | · | 13 | 4 | 2

(more compounds)
Compound	M1 ag parental	CHO parental Ca	TAAR1 antag	M1 ag	V1R ag counter	OXTR potentiator	M1 PAM parental	TAAR1 ag	CHO-K1 Ca antag
CC(C)N1CCc2c(sc(NC(=O)CCS(=O)(=O)c3ccccc3)c2C(N)=O)C1	1.0	-3	0	-2	-0.7	-8	4	0	-1
COc1ccc(C(N)CCc2ccc(C)o2)cc1 (centres undefined)	-0.3	-12	-3	-2	0.6	-5	-8	11	12
COc1ccc(CCNC(=O)c2sc(=S)n(C)c2N)cc1	2.1	-12	24	4	1.4	-10	6	8	1
CCC1(C)NC(=O)N(CC(=O)NCC(=O)Nc2c(C)cc(C)cc2C)C1=O (centres undefined)	0.7	-4	4	0	0.4	-6	7	2	-3
O=C(NCc1ccncc1)c1cc(-c2ccc(Cl)cc2)oc1C(F)(F)F	2.0	-23	8	0	2.1	-15	-17	-1	3
COCCN(C(=O)COC(=O)CC(C)c1ccccc1)c1c(N)n(Cc2ccccc2)c(=O)[nH]c1=O (centres undefined)	1.4	-13	1	2	0.4	-2	4	2	-9
COc1ccc(S(=O)(=O)N2CCC(C(=O)OCC(=O)c3ccccc3)CC2)cc1[N+](=O)[O-]	0.7	7	-2	-1	2.6	-5	4	1	-4
O=c1[nH]n(-c2cccc(Cl)c2)c2ncccc12	0.7	-4	9	-4	-0.1	-4	15	0	-5
COc1ccc(CNC(=O)CC23CC4CC(CC(C4)C2)C3)cc1OC	2.6	-5	9	-3	-1.0	-7	9	4	-6
Cc1nc2oc3ccccc3c(=O)c2cc1C(=O)O	3.7	-1	-9	-3	0.3	1	14	0	-11
Cc1cnc(NC(=O)COc2ccccc2Cl)s1	-0.4	-12	7	-6	-0.3	-5	5	18	1
CCc1nc(SCc2cccnc2)c2c(=O)n(C)c(=O)n(C)c2n1	0.1	-12	-22	-6	-0.4	-2	2	1	-4
